# Screens as filed in PubChem BioAssay.
# RXFP1 antagonist: qHTS Assay for Antagonists of the Relaxin Receptor RXFP1. HEK293-RXFP1, relaxin-stimulated cAMP HTRF, 30 min; active compounds read low. activity change, negative = inhibition, % at 57.5 µM. 350,000 tested, 0.59% active;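 active = activity change of -60% or lower, but not beyond a set lower limit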; also: % is scaled to controls: 0 for no effect and ±100 for the full control effect
# Target sequence (Q9HBX9 whole entry, looked up): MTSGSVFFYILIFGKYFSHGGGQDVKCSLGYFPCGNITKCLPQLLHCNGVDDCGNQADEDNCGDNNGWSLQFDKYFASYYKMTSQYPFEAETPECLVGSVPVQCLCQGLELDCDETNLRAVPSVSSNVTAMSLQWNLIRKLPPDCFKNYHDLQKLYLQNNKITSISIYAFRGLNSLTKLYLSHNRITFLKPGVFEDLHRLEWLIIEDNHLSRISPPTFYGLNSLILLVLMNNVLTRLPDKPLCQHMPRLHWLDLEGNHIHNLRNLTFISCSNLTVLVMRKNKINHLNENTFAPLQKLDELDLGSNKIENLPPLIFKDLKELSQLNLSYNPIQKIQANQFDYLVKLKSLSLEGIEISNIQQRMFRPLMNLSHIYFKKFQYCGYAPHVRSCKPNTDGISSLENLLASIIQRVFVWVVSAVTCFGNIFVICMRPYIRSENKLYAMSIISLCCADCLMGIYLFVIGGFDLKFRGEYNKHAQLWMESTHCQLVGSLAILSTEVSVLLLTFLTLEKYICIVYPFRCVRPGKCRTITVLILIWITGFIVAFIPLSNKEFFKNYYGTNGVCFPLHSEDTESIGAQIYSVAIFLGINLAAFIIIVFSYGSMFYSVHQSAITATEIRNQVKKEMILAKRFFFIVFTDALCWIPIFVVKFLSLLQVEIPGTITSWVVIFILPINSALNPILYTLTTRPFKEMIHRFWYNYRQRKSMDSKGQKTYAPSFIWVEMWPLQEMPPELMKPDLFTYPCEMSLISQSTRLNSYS
# TRHR ag: qHTS for Small Molecule Agonists and Allosteric Enhancers of Human TRH Receptor: Primary Screen for Agonists | Thyrotropin-releasing hormone receptor (Homo sapiens), P34981 | TRHR cells, calcium flux fluo-8, FDSS agonist mode | activation, % at 2 µM | 360,000 tested, 0.18% active; also: 0% is about no effect
#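 Read-out: compound-evoked intracellular calcium rise in TRHR cells, fluo-8 dye, kinetic FDSS fluorescence at 1 s/cycle following a 10-cycle baseline. Cells cultured overnight before dye loading (30 min–1.5 h, RT).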
# D1 PAM: Potentiators of Human D1 Dopamine Receptor: qHTS. AID 504651, 2011. potentiation, % at 10 µM. HEK293 TREx D1 cells, calcium flux, dopamine EC20 potentiation. 360,000 tested, 0.036% active; in the data active = potentiation above about 30%; also: 0% is about no effect
# D2 antagonist: HTS Assay for Allosteric Antagonists of the Human D2 Dopamine Receptor: Primary Screen for Antagonists; HEK293 TREx D2 cells, calcium flux, dopamine EC80; inhibition, % at 10 µM; 340,000 tested, 2% active; D(2) dopamine receptor (Homo sapiens), P14416; in the data active = inhibition above about 30%; also: 0% is about no effect
#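 Calcium flux kinetic readout in an inducible HEK293 TREx D2 line plated overnight at 30 C. After 180 s compound exposure, an EC80 dopamine challenge follows with another 180 s kinetic read to detect antagonism.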
# D1 antag: Antagonist of Human D 1 Dopamine Receptor: qHTS. HEK293 TREx D1 cells, calcium flux, dopamine EC80; active compounds read low. 360,000 tested, 3.2% active. activity change, negative = inhibition, % at 10 µM; in the data active = activity change below about -30%; also: % is scaled to controls: 0 for no effect and ±100 for the full control effect
#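 Cells carrying a force-coupled, tetracycline-inducible human D1 receptor report calcium flux. Each well gets a 10 s baseline, compound with 180 s monitoring, then an EC80 dopamine stimulus with a second 180 s kinetic read.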
# TRHR PAM: qHTS for Small Molecule Agonists and Allosteric Enhancers of Human TRH Receptor: Primary Screen for Enhancers. enhancement, % at 2 µM. TRHR cells, fluo-8 calcium fluorescence, EC20 TRH enhancement. Thyrotropin-releasing hormone receptor (Homo sapiens), P34981. 360,000 tested, 0.66% active; in the data active = enhancement above about 30%; also: 0% is about no effect
#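 Enhancer read-out: after compound pinning and an initial kinetic agonist-mode read, an EC20 of TRH (10 nM final) was injected and fluo-8 calcium signal (Ex 480/Em 530) followed at 1 s/cycle for 100 cycles in TRHR-expressing cells.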
# D2 agonist: HTS Assay for Allosteric Agonists of the Human D2 Dopamine Receptor: Primary Screen for Agonists; D(2) dopamine receptor (Homo sapiens), P14416; 340,000 tested, 0.53% active; activation, % at 2 µM; HEK293 T-REx D2 cells, calcium flux agonist mode;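 active = activation over 3 SD above normal in the single-dose calcium agonist read, cut at about 30% in these data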; also: 0% is about no effect
#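 Calcium-flux readout, 1 cycle/sec over 180 s following compound pin transfer, in inducible HEK293 Trex D2 cells (force-coupled); dopamine controls included. Positive calcium responses during this window marked compounds as potential agonists.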
# D1 ag: Allosteric Agonists of the Human D1 Dopamine Receptor: qHTS; HEK293 T-REx D1 cells, calcium flux, agonist mode; activation, % at 2 µM; 360,000 tested, 1% active; AID 504660, 2011; also: 0% is about no effect
#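 Tetracycline-induced HEK293 TREx D1 cells, force-coupled to calcium signalling, were dye-loaded with a no-wash calcium kit. Compound was pin-added after a 10 s baseline. Fluorescence was read kinetically at 1 cycle/s for 180 s, with calcium rises flagged as agonism.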
# D2 PAM: HTS Assay for Positive Allosteric Modulators of the Human D2 Dopamine Receptor: Primary Screen for Potentiators; D(2) dopamine receptor (Homo sapiens), P14416; HEK293 T-REx D2, calcium flux, EC20 dopamine potentiation; potentiation, % at 10 µM; 340,000 tested, 0.34% active;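 active = potentiation over 3 SD above the plate norm, cut at about 30% in these data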; also: 0% is about no effect
#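 Tetracycline-induced Hek293 Trex D2 cells, force-coupled to calcium, loaded with no-wash calcium dye. Compound added with 180 s kinetic read for agonism, then EC20 dopamine and a further 180 s read for potentiation.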
# * marks the source's active call; other numbers are inactive results; nt = not tested or not shown; & = joins results of further samples. Rule as the data show it, unless noted: active = activation above about 30%; inactive = the rest. Outcome played no part in choosing rows. Share with any hit: about 7.1%.
SMILES,RXFP1 antagonist,TRHR ag,D1 PAM,D2 antagonist,D1 antag,TRHR PAM,D2 agonist,D1 ag,D2 PAM
COC(C(=O)NC1CC1)c1ccccc1 (stereo not drawn),1.0,0.3,-1.4,-3.7,-0.9,-0.8,0.2,1.5,7.9
Cc1oc2c(c1C(=O)Nc1cccc3ccccc13)CCCC2,-30.2,-0.7,-3.5,10.3,-10.6,-5.8,-1.2,0.9,-3.4
COc1cccc(-c2cc(C(F)(F)F)nc(N3CCCCC3)n2)c1,-14.5,0.5,4.7,3.0,-4.3,-4.2,-0.3,2.1,2.8
CC1Cn2c(nc(=O)c3c2NCN(CCc2ccccc2)C3)S1 (stereo not drawn),7.9,0.3,-6.5,-2.2,-29.8,-2.0,0.2,5.2,-12.9
CC(=O)[C@@]12O[C@@H]1C[C@H]1[C@@H]3CC[C@H]4C[C@@H](O)CC[C@]4(C)[C@H]3CC[C@@]12C,-1.5,-0.7,4.5,-21.2,-34.5*,-3.7,-0.2,5.0,0.4
COc1ccc(-c2nn3c(-c4ccc(C)cc4)nnc3c3ccccc23)cc1,1.8,-0.2,-5.0,nt,10.3,0.1,nt,-0.2,7.2
C[C@H](NC(=O)c1ccco1)C(=O)Nc1ccc(S(=O)(=O)N2CCCC2)cc1,5.7,0.1,2.1,10.9,-9.9,3.6,-0.5,1.5,1.2
O=c1nc2ccccc2c2n1CC(CN1CCN(C(c3ccccc3)c3ccccc3)CC1)N2 (stereo not drawn),-5.0,-1.4,-6.7,47.2*,16.6,3.1,-0.6,0.9,-27.0
O=C(CCc1ccccc1)Nc1ccccc1C(=O)NCc1ccco1,-16.5,-0.2,-2.3,-34.5,-2.5,-3.1,0.7,-0.3,0.3
COC(=O)c1cccc(Cn2c(Cl)c(/C=N/Nc3ccccc3C)sc2=O)c1,-19.8,0.0,4.2,-1.3,-11.4,6.5,-0.9,0.4,16.7
COc1cc2nc(NC(=O)c3ccccc3)sc(=O)c2cc1OC,2.1,0.2,-3.1,nt,-9.1,-15.9,nt,0.0,nt
Cc1ccc(N(CC(O)CN2CCOCC2)S(=O)(=O)c2ccc([N+](=O)[O-])cc2)cc1 (stereo not drawn),17.7,12.7,-1.4,-9.8,50.5,11.3,-0.7,4.9,-2.1
COc1ccc(NC(=O)CN(C)C(=O)c2cc3c(s2)CCC(C)C3)cc1 (stereo not drawn),-15.7,1.5,4.5,-11.9,20.2,11.2,-0.1,0.4,-9.7
CCOC(=O)C1CCCCN1S(=O)(=O)c1cc2c(cc1C)NC(=O)CO2 (stereo not drawn),nt,0.1,-1.7,12.2,-9.8,-2.7,-0.4,3.7,3.3
COC(CNc1ccc([N+](=O)[O-])c(NCC(OC)OC)c1C#N)OC,-2.1,-0.3,-2.6,0.8,35.3,2.8,0.8,1.1,0.3
CN(Cc1ccccc1)S(=O)(=O)c1ccc2c(c1)n(C)c(=O)c(=O)n2C,-1.7,0.2,-7.3,-16.0,-9.5,0.6,1.0,2.7,-9.6
CC1CCc2cc(F)ccc2N1S(=O)(=O)c1ccc(F)cc1 (stereo not drawn),0.2,-1.5,-2.5,5.6,-2.7,1.6,0.8,4.2,2.5
COc1ccc(NC(=O)NNC(=O)c2ccc3ccccc3c2O)cc1OC,1.0,0.0,0.3,-0.3,-14.5,-1.2,-2.8,2.0,8.2
CCCCNc1nc(-c2ccccc2)c(C(=O)OCC)cc1C#N,-15.2,0.6,-3.0,-1.5,-14.4,-4.5,0.9,6.7,18.0
CCCCCSc1nc(C)c(CC(=O)O)c(=O)[nH]1,12.2,0.3,-1.4,-20.1,-0.7,-0.7,-1.9,1.6,5.1
Cc1ccc(S(=O)(=O)N2CCCC2C(=O)NC2CCCCC2)cc1 (stereo not drawn),-8.9,-0.2,-2.3,-3.7,8.2,-5.6,-0.4,0.1,-1.4
O=C(Cn1ccc2ccccc2c1=O)NCCC(=O)Nc1ccc(F)cc1F,5.3&-1.1,-1.8&-0.3,0.2,-8.2,3.7&-3.1,-9.0&-7.2,0.9&0.2,3.9&2.3,-1.1&-5.1
Cc1ccc(-n2nnnc2SCC(=O)Nc2ncc(Cc3ccccc3Cl)s2)cc1,-9.5,-0.2,6.8,6.6,-7.1,-4.7,0.0,1.6,9.2
O=C(OCc1nc(-c2ccccc2)oc1COC(=O)c1ccco1)c1ccco1,-8.8,1.0,-2.8,-2.5,0.2,0.2,0.1,8.1,8.6
O=C(NC1CCCCCC1)c1ccc2c(c1)sc1nc(-c3ccc(F)cc3)cn12,10.6,0.0,-0.7,nt,-16.4,-0.5,0.4,-1.0,12.8

# Some entries already given, reduced to D2 antagonist, D1 antag and D1 PAM:
Molecule | D2 antagonist | D1 antag | D1 PAM
Cc1oc2c(c1C(=O)Nc1cccc3ccccc13)CCCC2 | 10.3 | -10.6 | -3.5
COc1cccc(-c2cc(C(F)(F)F)nc(N3CCCCC3)n2)c1 | 3.0 | -4.3 | 4.7

# 4 compounds out of the list above, arranged by their value in D1 ag, low to high:
Compound | D1 ag
COc1ccc(NC(=O)CN(C)C(=O)c2cc3c(s2)CCC(C)C3)cc1 (stereo not drawn) | 0.4
COC(CNc1ccc([N+](=O)[O-])c(NCC(OC)OC)c1C#N)OC | 1.1
CCCCCSc1nc(C)c(CC(=O)O)c(=O)[nH]1 | 1.6
CCCCNc1nc(-c2ccccc2)c(C(=O)OCC)cc1C#N | 6.7

# Next section:
SMILES,RXFP1 antagonist,TRHR ag,D1 PAM,D2 antagonist,D1 antag,TRHR PAM,D2 agonist,D1 ag,D2 PAM
Nc1[nH]n(-c2ccccc2)c(=O)c1N=Nc1ccc2c(c1)OCCO2,-27.8,-0.1,3.9,9.6,7.9,-5.2,3.3,-0.4,4.1
CC(C1CC1)N(Cc1ccccc1)C(=O)NC(=O)c1ccc(F)cc1 (stereo not drawn),-8.8,0.1,-7.9,-4.8,-3.2,-0.5,4.0,3.7,-8.5
COCCCNC(=O)c1ccccc1C(F)(F)F,7.8,-0.4,5.5,-1.0,12.0,-6.3,0.5,4.0,-4.7
COc1cc(OC)cc(C(=O)NCc2ccc3c(c2)cc(C)n3C)c1,8.1,1.6,5.0,-4.1,7.0,1.5,0.8,3.2,2.0
COc1ccccc1N1CCN(C(=O)c2ccc3nc(-c4ccco4)c(-c4ccco4)nc3c2)CC1,15.9,-0.8,-4.3,-9.4,9.2,4.9,1.0,-1.5,2.8
CCOc1ccc(-c2cccc(NS(=O)(=O)c3ccc(F)cc3F)c2)nn1,-6.9,-0.9,0.5,nt,-13.2,-0.9,-0.2,-2.0,11.0
O=c1c([N+](=O)[O-])c(NCCN2CCCCCC2)c2ccccc2n1-c1ccccc1,-7.1,-0.3,0.1,48.8*,12.8,4.9,0.1,-0.4,-20.0
Cc1ccc(S(=O)(=O)N2CCN(Cc3nc4sc5c(c4c(=O)[nH]3)CCCC5)CC2)cc1,-16.9,0.0,-3.4,6.2,-6.8,-2.6,-0.4,-0.7,0.5
N#Cc1ccc(C(=O)Nc2ccc([N+](=O)[O-])cc2)c(F)c1,-4.9,0.4,-2.5,0.5,-21.7,-4.7,0.3,16.1,4.2
O=C(CSc1nnc(-c2cccs2)o1)OCc1ccccc1,3.1,0.1,0.7,12.8,-0.3,0.8,-3.4,13.7,7.0
CCCCC(=O)Nc1ccc(C(=O)N(CC)c2ccccc2C)cc1,-13.4,-0.1,-7.4,10.3,nt,-2.7,-1.1,3.1,-8.3
CCOC(=O)Nc1nc(-c2ccccc2)c(C(=O)c2ccc(Cl)cc2)s1,-1.7,0.1,-10.2,-15.7,1.5,-4.2,0.7,4.0,-0.7
COc1ccc(NC(=O)CCSc2nc(-c3ccco3)cc(C(F)(F)F)n2)cc1,-7.0,-0.3,-8.2,nt,-14.8,-0.2,-0.4,2.6,-3.6
N#Cc1cccc(NC(=O)CNc2cccc(S(=O)(=O)N3CCCC3)c2)c1,-38.0,0.0,-4.3,24.1,-13.8,0.1,0.0,6.1,2.4
Cc1cc(CNC(=O)COc2ccc(C#N)cc2)c2ccccc2n1,8.2,0.2,3.2,-7.8,10.2,0.9,1.4,4.2,4.1
Cc1cccc(-n2ncc3c(N4CCc5ccccc54)ncnc32)c1,nt,0.3,-3.9,28.2,15.4,2.2,1.1,-0.4,2.3
Cc1ccc(S(=O)(=O)/N=C(/Nc2ccc(O)c(C(=O)O)c2)c2ccccc2)cc1,4.8,1.1,1.6,-10.4,-3.4,1.0,0.2,0.2,-9.9
CCCc1cc(C(N)=O)c(NC(=O)c2ccoc2C)s1,-3.4,1.1,-2.5,30.9*,1.8,0.4,1.7,0.2,nt
CCc1cc2c(-c3ccccc3)cc(=O)oc2cc1OC(C)C(C)=O (stereo not drawn),-26.3,0.1,-4.7,-6.0,-12.5,-2.6,-0.2,5.0,5.1
Fc1ccccc1Cc1nnc2n1N=C(c1ccc(Cl)cc1)CS2,-14.4,0.2,-7.2,-2.5,-1.5,-4.5,-0.3,0.4,-5.4
CC(Oc1cc(F)ccc1[N+](=O)[O-])C(=O)Nc1ccc(S(=O)(=O)N2CCCC2)cc1 (stereo not drawn),1.3,-1.0,-5.0,0.7,-11.2,-1.9,2.5,3.5,1.5
Cc1ccc2nc(CSc3nc(C)ccc3C#N)[nH]c2c1,12.5,0.1,2.1,1.4,-2.7,2.1,0.4,1.1,0.6
Cc1cc(C)c(CN2CCN(C(=O)Cn3ccc(N)nc3=O)CC2)c(C)c1,nt,0.2,-3.0,-3.4,-6.8,-1.1,0.2,0.4,1.1
CC(C)Cn1c(N)c(C(=O)CSc2ncnc3sc4c(c23)CCCC4)c(=O)n(C)c1=O,-2.7,-0.7,-5.5,4.7,-1.0,5.4,-1.7,3.0,5.5
COc1ccc(C2C=C(c3ccccc3)Nc3ncnn32)cc1 (stereo not drawn),2.9,11.5,1.5,-1.9,-19.5,9.5,2.0,1.8,-0.4
NS(=O)(=O)c1ccc(CCNC(=O)CN2CCCCC2)cc1,3.0,0.0,-3.5,-4.4,9.3,4.1,1.1,2.0,-0.7
